# RXFP1 agonist: activates the human relaxin receptor RXFP1 | Q9HBX9 | HEK293T-RXFP1 cAMP TR-FRET, 30 min; response scale: percent of porcine relaxin response, buffer zero | Potency, µM (series often up to 57.5 µM), inactives show at the top dose activation, hits mostly activators | 370,000 compounds, 0.3% hits | AID 2676; note: potency is the fitted concentration of half-maximal effect; % is set by controls: 0 for no effect and ±100 for the full control effect; nearly all actives have a fitted effect of over 60% in size; many of its hits are not listed in these tables
#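 HEK293T cells stably expressing RXFP1 were pretreated with the PDE4 inhibitor Ro 20174, exposed to compounds for 30 min at 37C, lysed, and cAMP was read by TR-FRET. Data normalized to buffer (basal) and 29 nM porcine relaxin (100%).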
# IDH1 R132H inh: inhibitors of human mutant IDH1 R132H | O75874 | IDH1-R132H enzyme, NADPH consumption, diaphorase/resazurin fluorescence | Potency, µM (series often up to 76.6 µM), for the others: at the top dose activity change, negative = inhibition, most hits filed as inhibitors | 390,000 compounds, 0.093% hits; note: potency is the fitted concentration of half-maximal effect; % is set by controls: 0 for no effect and ±100 for the full control effect; nearly all actives have a fitted effect of over 65% in size
#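 IDH1-R132H (0.5 ug/mL) preincubated 30 min with compound, then NADPH (0.016 mM) and alpha-KG (2 mM) added; 80 min at RT, pH 7.5. Remaining NADPH coupled via diaphorase/resazurin to fluorescence (540/590 nm); concentration-response curves normalized to no-enzyme control.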
# Vif-APOBEC3F blk: Vif-A3F binding inhibition. HeLa A3F-eYFP + Vif (tagged APOBEC3F with the HIV-1 protein that degrades it), YFP fluorescence increase. Potency, µM (highest dose often 46.1 µM), without a hit: top-dose activity, negative = active. 390,000 compounds, 0.2% hits. AID 602313; note: potency is the fitted concentration of half-maximal effect; % of control where 0% means no effect; nearly all actives have a fitted effect of over 65% in size
#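 Fluorescence increase (Ex 488/Em 500-530) after overnight compound treatment at 37 deg C flags inhibition of Vif-driven A3F-eYFP loss in stable HeLa A3F-eYFP/Vif cells seeded overnight beforehand.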
# LDHA block: inhibitors of human lactate dehydrogenase A; purified LDHA, NADH/diaphorase-resazurin fluorescence; hits give low values; 480,000 compounds, 0.15% hits; activity change, % (values are at about 110 or 230 µM); P00338; in the data active = activity change below about -30%; inconclusive = mostly about -25% to -30%;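 note: plate controls were DMSO wells for no effect and wells without enzyme for full effect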
#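 Human LDH5 at 2 nM final in Tris HCl pH 7.4 with 0.06 mM NADH and 0.2 mM pyruvate, reacted 5 minutes at room temperature. Remaining NADH coupled via diaphorase/resazurin; resorufin fluorescence read at 0 and 20 minutes, normalized to enzyme-free and DMSO wells.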
# Glioma ERSR ind: induces the endoplasmic reticulum stress response in human glioma cells | 420,000 compounds, 0.02% hits | Potency, µM, for the others: at the highest dose activation, actives largely listed as activators | AID 602332 | U87-MG GRP78 promoter luciferase reporter, 16 h; note: potency is the fitted concentration of half-maximal effect; series mostly up to about 76 µM; % of control where 0% means no effect; nearly all actives have a fitted effect of over 35% in size
#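 Stably transfected U87-MG human glioma cells carrying a GRP78-based luminescent sensor were seeded at 1000 cells/well, pin-dosed with compounds and incubated 16 h. Luciferase reagent was then added, and end-point luminescence was read after 10 min at room temperature.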
# PI4K2A inh: blocks human PI4K2A kinase activity | purified PI4K2A, ADP-Glo luminescence, 1 h; hits give low values | 420,000 compounds, 0.13% hits | activity change, negative = inhibition, % at 76.9 µM | Q9BTU6; in the data active = activity change below about -50%; inconclusive = mostly about -30% to -49%;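 note: -100% = wells without enzyme as full effect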
#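 Compounds are screened against recombinant PI4K2A using PI as substrate and ATP, the latter dispensed at 300 microM. Reactions run one hour at ambient temperature before ADP-Glo detection; full inhibition defined by wells lacking enzyme.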
# TrxR1 substrate: rat thioredoxin reductase 1 substrate activity; AID 588456; Potency, µM (highest dose often 114 µM), without a hit: at the highest dose activity change, negative = substrate turnover; purified TrxR1 substrate turnover, NADPH consumption readout; 390,000 compounds, 0.01% hits; note: potency is the fitted concentration of half-maximal effect; % is set by controls: 0 for no effect and ±100 for the full control effect; nearly all actives have a fitted effect of over 50% in size
#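 Rat TrxR1, dispensed at 90 nM, was prereduced with 400 uM NADPH (final) for 5 min at ~22 deg C, then incubated with compound 15 min before 400 uM selenite. A first-read NADPH fluorescence drop versus no-compound background flagged substrates.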
# Vif-A3G inh: blocks the Vif interaction with human APOBEC3G | 410,000 compounds, 0.076% hits | HeLa A3G-eYFP + Vif (tagged APOBEC3G with the HIV-1 protein that degrades it), YFP fluorescence, overnight | AID 602310 | Q9HC16 | Potency, µM (highest dose often 46.1 µM), inactives show top-dose activity, negative = active, actives largely listed as inhibitors;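 note: potency is the fitted concentration of half-maximal effect; % is set by controls: 0 for no effect and ±100 for the full control effect; nearly all actives have a fitted effect of over 60% in size; hits raise eYFP signal because A3G escapes Vif-driven loss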
#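 HeLa cells stably expressing Vif and C-terminally eYFP-tagged A3G, seeded overnight at 37 deg C, then exposed to compound by pintool overnight at 37 deg C. Rise in yellow fluorescence (Ex 488/Em 500-530, Acumen) marks blocked Vif-driven A3G degradation.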
# USP1-UAF1 inh: blocks the human USP1/UAF1 deubiquitinase complex. O94782. recombinant USP1/UAF1, Ub-Rhodamine cleavage fluorescence. Potency, µM (doses to about 57.1 µM), for the others: top-dose activity change, negative = inhibition, most hits filed as inhibitors. 390,000 compounds, 0.23% hits. AID 743255; note: potency is the fitted concentration of half-maximal effect; % is set by controls: 0 for no effect and ±100 for the full control effect; nearly all actives have a fitted effect of over 60% in size; inactives centre near -12
# Target sequence (O94782 whole entry, looked up): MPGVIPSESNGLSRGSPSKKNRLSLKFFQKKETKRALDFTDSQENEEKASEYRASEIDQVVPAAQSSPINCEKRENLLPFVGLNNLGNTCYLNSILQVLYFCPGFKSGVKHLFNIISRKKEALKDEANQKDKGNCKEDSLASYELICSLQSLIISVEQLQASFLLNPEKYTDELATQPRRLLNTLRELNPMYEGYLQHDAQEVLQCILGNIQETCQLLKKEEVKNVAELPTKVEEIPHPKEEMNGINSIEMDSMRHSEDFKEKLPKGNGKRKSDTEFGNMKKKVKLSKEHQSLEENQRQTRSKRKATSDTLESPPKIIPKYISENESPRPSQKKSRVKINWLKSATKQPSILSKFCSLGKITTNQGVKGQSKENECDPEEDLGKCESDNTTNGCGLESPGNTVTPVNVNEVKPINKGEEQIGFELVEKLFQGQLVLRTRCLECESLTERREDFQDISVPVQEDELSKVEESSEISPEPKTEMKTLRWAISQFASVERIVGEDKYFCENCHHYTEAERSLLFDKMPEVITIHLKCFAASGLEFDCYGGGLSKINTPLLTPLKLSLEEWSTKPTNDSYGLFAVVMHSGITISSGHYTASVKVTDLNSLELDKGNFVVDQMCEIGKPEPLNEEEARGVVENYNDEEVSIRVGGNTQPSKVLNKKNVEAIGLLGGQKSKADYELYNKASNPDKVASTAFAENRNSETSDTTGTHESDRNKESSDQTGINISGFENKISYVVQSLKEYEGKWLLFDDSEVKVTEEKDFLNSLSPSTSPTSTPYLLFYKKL
#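 High-throughput fluorogenic screen: 1nM USP1/UAF1 complex, Ub-Rho substrate 150nM final, 50mM HEPES pH 7.8 with 0.5mM EDTA, 0.1 mg/ml BSA, 1mM TCEP and 0.01% Tween-20.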
# An asterisk follows results filed as active; ? = inconclusive; / = no result given; [ ] = dose if it differs, or a comment. Unless noted, calls come from the whole dose curve; as a rule, active = well fitted curve in the direction sought with a large enough effect; inconclusive = small, poorly fitted or top-dose-only effect, or another doubt; inactive = no such curve, though single readings can be large; an effect the other way counts as inactive or inconclusive. The list is partial, so the mix of outcomes need not match the whole.
SMILES,RXFP1 agonist,IDH1 R132H inh,Vif-APOBEC3F blk,LDHA block,Glioma ERSR ind,PI4K2A inh,TrxR1 substrate,Vif-A3G inh,USP1-UAF1 inh
Cc1ccc(S(=O)(=O)N2CCCCC2CCNC(=O)C(=O)NCc2ccccc2)cc1 (configuration not stated),1.8%,3%,-13%,-2,-4%,-1,17%,?,-9%
CC(=O)N1c2ccc(S(=O)(=O)N3CCC(C(=O)Nc4cccc(Cl)c4)CC3)cc2CC1C (configuration not stated),0.9%,5%,-3%,3,-1%,-2,9%,7%,-10%
CC1=C(C(=O)OC2CCCCC2)C(c2cccs2)n2c(nc3ccccc32)N1 (configuration not stated),-0.7%,-1%,2%,-6,-4%,7,6%,-6%,-19%
COc1ccc(Cn2c(SCC(=O)NCc3ccc(Cl)cc3)nc3ccsc3c2=O)cc1,9.8%,-11%,1%,-3,-3%,1,3%,3%,?
CCOC(=O)Cn1nc(-c2ccc(F)cc2)cc(Cc2ccccc2)c1=O,3.3%,11%,3%,-5,-2%,2,3%,-3%,-22%
COc1ccccc1Cn1ccn(Cc2c(F)cccc2Cl)c(=O)c1=O,-0.5%,27%,7%,-12,-1%,4,-6%,-3%,4%
COc1ccccc1C/C(N)=N/OC(=O)/C=C/c1ccccc1,1.0%,12%,5%,-10,6%,2,-11%[57.1 µM],-2%,-5%
COc1ccc(CC(=O)NNC(=O)c2c(-c3ccccc3Cl)noc2C)cc1OC,0.0%,14%,4%,-7,-1%,-1,8%[57.1 µM],4%,-18%
COc1ccc(N(C(=O)c2ccncc2)S(=O)(=O)c2ccccc2)cc1,2.0%,4%,-7%,-4,-1%,3,6%,-7%,-15%
Cc1nn(CC(=O)N(CC(C)C)C2CCS(=O)(=O)C2)c(C)c1[N+](=O)[O-] (configuration not stated),/,1%,-4%,-3,-5%,4,5%[57.1 µM],0%,-6%
COc1ccc(S(=O)(=O)N(C)C)cc1NC(=O)CSC(C)C(=O)Nc1cc(C)on1 (configuration not stated),0.7%,8%,0%,0,1%,-1,8%,-2%,-23%
CCCC(=O)N=C1SC2CS(=O)(=O)CC2N1c1ccc(CC)cc1 (configuration not stated),0.1%,2%,2%,2,-3%,-7,-4%,-4%,-5%
O=C(COC(=O)C1CCC1)NCc1ccccc1Cl,2.1%,-3%,6%,-6,1%,-3,11%[57.1 µM],-1%,12%
Cn1nc(C(=O)OCC(=O)Nc2ccc3ccccc3c2)c2ccccc2c1=O,-0.2%,11%,-1%,6,-1%,-6,7%[57.1 µM],5%,-17%
COc1cc(S(=O)(=O)Nc2ccccc2C)ccc1Cl,0.5%,6%,6%,-2,-7%,-1,-6%[57.1 µM],-6%,-20%
N/C(Cc1ccc(Cl)cc1Cl)=N\OC(=O)c1ccc(Br)o1,4.8%,0%,20%,1,1%,2,2%,-2%,-17%
Cc1ccc(SC(C)C(=O)Nc2cccnc2)cc1 (configuration not stated),-0.8%,4%,5%,5,-3%,-1,14%[57.1 µM],4%,-17%
Cc1c(C(=O)Nc2ccncc2)oc2ccccc12,1.0%,5%,-1%,-3,2%,4,1%,-2%,-6%
COc1ccc(NC(=O)c2ccc3c(c2)N(Cc2cccc(Cl)c2)C(=O)c2ccccc2S3(=O)=O)cc1Cl,7.6%,1%,-3%,-4,-1%,-1,3%,-3%,-33%
Cc1cc(NC(=O)CSc2nnc(Cc3ccccc3)n2C)no1,0.3%,7%,1%,-5,-4%,2,0%,-1%,-4%
Cc1nc(-n2nc(C)c(Cc3ccccc3Cl)c2C)sc1C(=O)N1CCC(C)CC1,0.1%,-4%,-2%,0,-4%,-2,-1%,-5%,10%
COc1ccc(CCCNC(=O)C2CCC(=O)N(CCCN3CCCC3=O)C2)cc1 (configuration not stated),-0.1%,-1%,6%,-4,13%,5,12%[57.1 µM],1%,-13%
CCOc1ccc(S(=O)(=O)N2CCN(C(=O)c3cc(S(=O)(=O)N4CCOCC4)ccc3C)CC2)cc1,-0.6%,0%,11%,-5,-4%,-3,-15%,0%,-3%
COc1ccc2nc(C)c3c(c2c1)OC(C(C)(Cl)Br)C3 (configuration not stated),0.0%,2%,-2%,0,-3%,-4,-4%[0.0914 µM],3%,-3%
CC(C)c1cccc(NC(=O)COC(=O)c2ccccc2OCc2cccc(Br)c2)c1,/,/,/,-2,-4%,/,-3%,2%,/

# Full records from above. Values in the order: RXFP1 agonist, IDH1 R132H inh, Vif-APOBEC3F blk, LDHA block, Glioma ERSR ind, PI4K2A inh, TrxR1 substrate, Vif-A3G inh, USP1-UAF1 inh
# CCOc1ccc(S(=O)(=O)N2CCN(C(=O)c3cc(S(=O)(=O)N4CCOCC4)ccc3C)CC2)cc1 across the screens: -0.6%, 0%, 11%, -5, -4%, -3, -15%, 0%, -3%
# Cc1c(C(=O)Nc2ccncc2)oc2ccccc12 across the screens: 1.0%, 5%, -1%, -3, 2%, 4, 1%, -2%, -6%
# COc1ccc(NC(=O)c2ccc3c(c2)N(Cc2cccc(Cl)c2)C(=O)c2ccccc2S3(=O)=O)cc1Cl across the screens: 7.6%, 1%, -3%, -4, -1%, -1, 3%, -3%, -33%
# Cc1ccc(SC(C)C(=O)Nc2cccnc2)cc1 (configuration not stated) across the screens: -0.8%, 4%, 5%, 5, -3%, -1, 14%[57.1 µM], 4%, -17%

# (continued)
SMILES,RXFP1 agonist,IDH1 R132H inh,Vif-APOBEC3F blk,LDHA block,Glioma ERSR ind,PI4K2A inh,TrxR1 substrate,Vif-A3G inh,USP1-UAF1 inh
Cc1nn(-c2ccccc2)c(N2CCCC2)c1/C=N/NC(=S)Nc1ccc(F)cc1,/,2%,-17%,-3,-4%,8,-4%,2%,-24%
CS(=O)(=O)N(CC(=O)N1CCc2ccccc2C1)c1ccc(Cl)cc1F,4.7%,-6%,19%,-5,-8%,3,-1%,-11%,-14%
COc1ccc(S(=O)(=O)N2CCOC2CNC(=O)C(=O)NCc2ccccn2)cc1 (configuration not stated),/,6%,?,-4,-3%,1,-2%,1%,-11%
O=C(c1csc2c1CCCC2)N1CCN(c2cccc(C(F)(F)F)c2)CC1,-0.3%,9%,0%,7,0%,0,-7%,2%,-26%
CCOc1cc(S(=O)(=O)Nc2cc(C)cc(C)c2)ccc1Cl,1.2%,10%,-16%,1,1%,-3,-1%[57.1 µM],-20%,-13%
CN1CCN(S(=O)(=O)c2cccc(C(=O)Nc3ccccc3N3CCOCC3)c2)CC1,1.4%,4%,4%,-6,-2%,-5,1%,0%,-5%
O=C(COc1ccc2c3c(c(=O)oc2c1)CCC3)N[C@@H](Cc1ccccc1)C(=O)O,0.1%,20%,0%,-4,4%,-3,39%[activator],0%,-20%
O=S(=O)(c1ccc(Cl)cc1)N1CCC(N2CCCCCC2)CC1,-1.6%,0%,0%,-23,0%,8,-9%,0%,-14%
O=C(Nc1ccc(Nc2ccccc2)cc1)c1cccc(F)c1,-0.9%,6%,1%,0,3%,-5,2%,-6%,0%
CN(C)CCCNC(NC(=O)c1cccs1)C(Cl)(Cl)Cl (configuration not stated),-0.7%,5%,9%,-8,-5%,-2,-5%,1%,1%
C=CCCCCCCCCC(=O)Nc1ncccn1,0.2%,-1%,3%,-4,0%,7,-4%,1%,-21%
Cc1ccc(-c2nnc(C)c(N3CCOCC3)n2)cc1,1.3%,0%,0%,0,-3%,7,2%[57.1 µM],-1%,-10%
CCOC(=O)c1ccccc1NC(=O)COC(=O)C1CCCC1,-1.1%,5%,4%,-3,2%,-21,6%,0%,-12%

# 7 compounds from above, reduced to RXFP1 agonist, LDHA block and Glioma ERSR ind:
SMILES,RXFP1 agonist,LDHA block,Glioma ERSR ind
Cc1nn(-c2ccccc2)c(N2CCCC2)c1/C=N/NC(=S)Nc1ccc(F)cc1,/,-3,-4%
O=C(COc1ccc2c3c(c(=O)oc2c1)CCC3)N[C@@H](Cc1ccccc1)C(=O)O,0.1%,-4,4%
CN1CCN(S(=O)(=O)c2cccc(C(=O)Nc3ccccc3N3CCOCC3)c2)CC1,1.4%,-6,-2%
O=S(=O)(c1ccc(Cl)cc1)N1CCC(N2CCCCCC2)CC1,-1.6%,-23,0%
CS(=O)(=O)N(CC(=O)N1CCc2ccccc2C1)c1ccc(Cl)cc1F,4.7%,-5,-8%
CCOc1cc(S(=O)(=O)Nc2cc(C)cc(C)c2)ccc1Cl,1.2%,1,1%
CCOC(=O)c1ccccc1NC(=O)COC(=O)C1CCCC1,-1.1%,-3,2%
